Screening results deposited in PubChem BioAssay by National Center for Advancing Translational Sciences (NCATS).
EPAC2 ag: EPAC2 (human) agonism | Q8WZA2 | EPAC2 activation, biochemical qHTS; response scale: 100% = 6.5 mM cAMP response | 0.079% of 360,000 active | Potency, µM (highest dose often 154 µM), for inactives: at the highest dose activation, actives largely listed as activators; further: potency means the concentration at half of the fitted maximal effect; nearly all actives have a fitted effect of over 50% in size
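Setup: EPAC2 100 nM, labeled Rap1B complex 250 nM, free GDP 50 uM. Compound titrations pinned in, brief spin, 5 min room temperature incubation. Kinetic fluorescence read over 30 min, normalized to 6.5 mM cAMP.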
EPAC2 antagonist: blocks human EPAC2 exchange factor; Q8WZA2; EPAC2 GEF exchange of Rap1B-BODIPY-GDP, fluorescence; Potency, µM (doses to about 114 µM), without a hit: at the top dose activity, negative = inhibition, actives largely listed as inhibitors; 0.18% of 360,000 active; AID 720708; further: potency means the concentration at half of the fitted maximal effect; on the % scale 0 is the no-effect control and ±100 the full control effect; nearly all actives have a fitted effect of over 45% in size; many of its hits are not listed in these tables
MmCpn inh: blocks the Methanococcus maripaludis chaperonin Mm-Cpn; AID 504842; Potency, µM (highest dose often 76.9 µM), for inactives: top-dose activity, negative = inhibition, most hits filed as inhibitors; 0.031% of 330,000 active; purified Mm-Cpn ATPase, ADP Transcreener TR-FRET; further: potency means the concentration at half of the fitted maximal effect; on the % scale 0 is the no-effect control and ±100 the full control effect; nearly all actives have a fitted effect of over 80% in size
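Reaction buffer contained 30 mM Tris pH 7.4, 100 mM KCl, 5 mM MgCl2 and 1 mM DTT. Mm-CPN (25 nM final) hydrolysed 10 uM ATP over 30 min at 37°C; ADP was read by HTRF.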
Akt phos inh: inhibitors of Akt phosphorylation | Neuro2A IGF-stimulated pAkt S473 HTRF, 20 min; hits give low values | activity change, % for hits at 50 µM | 0.32% of 360,000 active; in the data active means activity change below about -80%; inconclusive means mostly about -51% to -80%; further: on the % scale 0 is the no-effect control and ±100 the full control effect
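Neuro2A cells in DMEM with 0.5% FBS, overnight at 37 deg C, given compound at single 50 µM final, then IGF (6 nM final) for 20 min at 37 deg C. Lysed; phospho-Akt Ser473 by HTRF after 24 h, 665/615 ratio.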
CCT chaperon mod: changes cytosolic chaperonin activity. purified chaperonin ATPase assay, HTRF ADP detection, 30 min. activity change, % (concentration not given with the values), hits read low. 0.3% of 360,000 active; in the data active means activity change below about -30%; further: on the % scale 0 is the no-effect control and ±100 the full control effect
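First, chaperonin was dispensed at 40 nM or 20 nM final depending on batch activity. Next, compounds were pinned at 76 uM and ATP added at 10 uM. After 30 min at 37 °C, ADP detection reagents ran 30 min at ambient temperature.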
PTHR1 ag: agonists of human PTHR1 parathyroid hormone receptor; Q03431; HEK293 GP2 PTHR1 cells, GloSensor cAMP luminescence, 1 h; Potency, µM (series often up to 115 µM), for the others: at the top dose activation, usual class: activators; 0.075% of 410,000 active; AID 743266; further: potency means the concentration at half of the fitted maximal effect; nearly all actives have a fitted effect of over 55% in size; some results filed as inactive show a strong effect at the top dose; inactives centre near -15; many of its hits are not listed in these tables
Target sequence (Q03431 whole entry, looked up): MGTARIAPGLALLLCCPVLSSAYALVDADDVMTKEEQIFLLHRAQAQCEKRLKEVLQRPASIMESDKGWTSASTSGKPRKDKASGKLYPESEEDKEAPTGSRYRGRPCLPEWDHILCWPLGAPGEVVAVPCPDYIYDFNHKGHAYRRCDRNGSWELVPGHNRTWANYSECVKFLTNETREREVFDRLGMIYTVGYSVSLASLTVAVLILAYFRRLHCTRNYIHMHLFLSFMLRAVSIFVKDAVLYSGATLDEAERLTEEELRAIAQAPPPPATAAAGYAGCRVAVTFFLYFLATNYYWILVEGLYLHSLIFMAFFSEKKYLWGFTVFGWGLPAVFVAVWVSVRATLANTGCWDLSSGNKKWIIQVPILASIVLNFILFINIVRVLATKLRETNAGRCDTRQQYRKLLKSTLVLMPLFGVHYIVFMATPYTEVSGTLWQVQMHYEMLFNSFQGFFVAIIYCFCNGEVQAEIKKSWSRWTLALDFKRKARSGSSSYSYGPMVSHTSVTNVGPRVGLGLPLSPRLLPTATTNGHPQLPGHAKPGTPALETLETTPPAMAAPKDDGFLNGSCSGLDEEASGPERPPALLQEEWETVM
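HEK-293-derived GP2 cells expressing PTHR1 and a GloSensor cAMP reporter, 3,000/well, plated overnight, given luciferin plus IBMX (each 0.5 mM as added) for 1 h at 37 °C, then compound for 1 h at 37 °C. Luminescence was read after 15 min at room temperature.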
D3 antag: antagonists of human D3 dopamine receptor; P35462; D3R cells, DiscoveRx beta-arrestin luminescence, antagonist mode; hits give low values; max response, negative = inhibition, %; 2.5% of 360,000 active; in the data active means max response below about -50%; inconclusive means no clear call, values can overlap the other calls; further: on the % scale 0 is the no-effect control and ±100 the full control effect; mostly tested at two doses, the higher about 12 µM
Target sequence (P35462 whole entry, looked up): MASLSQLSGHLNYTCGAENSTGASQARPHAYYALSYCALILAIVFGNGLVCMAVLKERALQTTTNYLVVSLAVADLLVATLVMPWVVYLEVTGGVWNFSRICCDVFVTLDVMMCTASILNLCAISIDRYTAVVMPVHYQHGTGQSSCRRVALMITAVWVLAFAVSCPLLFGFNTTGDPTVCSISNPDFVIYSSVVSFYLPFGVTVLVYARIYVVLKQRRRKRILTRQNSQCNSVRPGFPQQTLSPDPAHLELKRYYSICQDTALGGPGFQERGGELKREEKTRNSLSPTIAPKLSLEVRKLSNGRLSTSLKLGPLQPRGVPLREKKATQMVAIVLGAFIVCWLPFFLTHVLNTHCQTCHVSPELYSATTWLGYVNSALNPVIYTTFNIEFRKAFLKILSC
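Cells expressing the human receptor were seeded at 1500 cells/well, incubated overnight at 37 degrees C in 5% CO2, then exposed to library compounds with dopamine controls for 90 minutes at 37 degrees C before luminescent detection.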
D3 ag: activates the human D3 dopamine receptor; D3R DiscoveRx beta-arrestin cells, luminescence, 90 min; AID 652048; max activation, %; 0.58% of 410,000 active; in the data active means max activation above about 30%; further: 0% is about no effect; mostly tested at two doses, the higher about 12 µM
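Cells at 1500/well, incubated overnight, then treated with pinned compounds (dopamine as control) for 90 min at 37 degrees C. DiscoveRx reagent added for 30 - 60 minutes at room temperature; luminescence read.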
Numbers without * were called inactive; i = inactive; ? = inconclusive; / = not tested or not shown; & = joins results of further samples; [ ] = remark or other dose. Unless noted, the call rests on the fitted dose curve; in most records, active means well fitted curve in the direction sought with a large enough effect; inconclusive means small, poorly fitted or top-dose-only effect, or another doubt; inactive means no such curve, though single readings can be large; an effect the other way counts as inactive or inconclusive. An excerpt; count on the stated rates, not on these rows.

SMILES | EPAC2 ag | EPAC2 antagonist | MmCpn inh | Akt phos inh | CCT chaperon mod | PTHR1 ag | D3 antag | D3 ag
O=C(NCCCc1ccccc1)C(=O)NCC1OCCN1S(=O)(=O)c1ccc(F)cc1 (centres undefined) | 2% | -1% | 1% | i | -1.8 | -34%[inhibitor] | -20 | -22
COc1cc(C(=O)Nc2ccc(O)cc2C(=O)O)ccc1OC(C)=O | 4% | -5% | -2% | i | 12 | i | 12 | 1
CCOc1cc(C(=O)Nc2ccc3c4c(cccc24)C(=O)N3CC)cc(OCC)c1OCC | -11% | 2% | -4% | i | 1.5 | i | 3 | 13
CCCS(=O)(=O)c1ccc(COC(=O)Cc2ccc([N+](=O)[O-])cc2)cc1 | 6% | 9% | 1% | i | 0.3 | -47%[inhibitor] | 6 | 3
CS(=O)(=O)N1CCc2cc(C(=O)Nc3ccc(Br)cc3)ccc21 | 2% | 3% | 0% | i | 0.1 | -19% | -17 | 2
CC(=O)c1cccc(S(=O)(=O)N2CCC(c3nc4ccccc4[nH]3)CC2)c1 | 11% | 3% | 4% | i | -1.7 | -15% | -7 | -12
COc1cccc(C(=O)NC(=S)N2CCN(c3ccc(C(F)(F)F)cc3[N+](=O)[O-])CC2)c1 | 1% | -1% | 2% | i | -2.2 | -17% | ? | -11
Cn1nc(-c2ccccc2)cc1NC(=O)Nc1ccccc1F | 6% | 3% | 1% | i | 1.1 | i | 3 | 11
COc1ccc(OC)c2sc(NNC(=O)COc3ccccc3)nc12 | -1% | 2% | 1% | i | -0.6 | -95%[inhibitor] | -2 | 1
COc1cc(Cl)c(CN2CCC(CO)(CCOc3ccccc3)CC2)cc1OC | 11% | -4% | 1% | i | -0.8 | -9% | -18 | -5
Cc1ccc(S(=O)(=O)Cn2nnnc2C(CC(C)C)N2CCN(c3ccccc3)CC2)cc1 (centres undefined) | 0% | -10% | 2% | i | 3.6 | -2%[57.5 µM] | 22 | -2
Cc1ccc(Cl)cc1N(C)C(=O)Cn1ncc2c([nH]c3ccccc32)c1=O | 6% | 14% | -4% | i | -1.7 | -43%[inhibitor] | 0 | 0
C#CCOc1ccc(/C=C2/C(=O)NN(c3ccc(F)cc3)C2=O)cc1OC | -9% | 8% | -1% | i | -3.5 | -13% | 1 | 4
CCOc1cc(C(=O)NC(=S)Nc2cccnc2)cc(OCC)c1OCC | -9% | -4% | 1% | i | -1.1 | -2% | 4 | -6
CCCc1cc(=O)[nH]c(SCC(=O)Nc2cc(S(=O)(=O)N(CC)c3ccccc3)ccc2Cl)n1 | 9% | -14% | -3% | i | -2.2 | i | -6 | 2
CSCC[C@H](NC(=O)OC(C)(C)C)C(=O)N1CCC(C(=O)N[C@@H](Cc2c[nH]c3ccccc23)C(=O)O)CC1 | 1% | 7% | 3% | i | -0.1 | -14% | -5 | 2
CC(=O)c1cccc(N=C2NC(=O)C(CO)(CO)S2)c1 | 2% | 19% | 0% | i | 1.6 | -1%[57.5 µM] | 13 | 3
Cc1nnc(NC(=O)CN2CCN(Cc3ccc(F)cc3Cl)CC2)s1 | 9% | 4% | -2% | i | 0.7 | -23% | -26 | -11
COC(=O)c1cccc(NC(=S)N2CCCCC2)c1 | 3% | -10% | 1% | i | 3.5 | -14% | 7 | 3
Cc1ccc(-c2nc(N)sc2C)cc1 | 3% | -11% | -2% | i | 1.9 | i | 0 | 0
O=C(/C(=C/c1cccnc1)n1ccnc1)c1ccc(Cl)cc1Cl | 5% | 5% | 3% | i | 1.9 | -51%[inhibitor] | -8 | -4
COc1cc(NC(=O)CSc2nc3c(c(=O)[nH]2)CCCC3)cc(OC)c1OC | 9% | -12% | -1% | i | 1.4 | -10% | -30 | -10
Cc1ccc(-n2c(=O)c3sccc3n(CC(=O)NC3CCCCC3)c2=O)cc1 | -2% | 7% | -4% | i | -0.2 | -19% | 5 | 0
CC(C)(C)OC(=O)C[C@H]1C/C=C\C[C@@H](CC(=O)N(CCO)Cc2ccccc2)C(=O)N[C@H](Cc2c[nH]c3ccccc23)COC1=O | -10% | 2% | -3% | i | -4.2 | -20% | 4 | 2
COCCCNC(=S)NC1CC2CCCC(C1)N2Cc1cccs1 (centres undefined) | 9% | 9% | 1% | i | -1.0 | i | -26 | -30

Additional results follow:
SMILES | EPAC2 ag | EPAC2 antagonist | MmCpn inh | Akt phos inh | CCT chaperon mod | PTHR1 ag | D3 antag | D3 ag
C[C@H](NC(=O)[C@@H]1CSC2c3ccccc3C(=O)N21)C(=O)NCCc1ccc(F)cc1 (some centres undefined) | 5% | -5% | 6% | i | -1.6 | ? | -6 | -13
CC(=O)c1c(C)nc2cc(Cl)ccc2c1N | 15% | 29% | 0% | i | 1.7 | 1% | 16 | -5
CSCCC(NC(=O)c1ccccc1)C(=O)OCC(=O)NCc1ccco1 (centres undefined) | 4% | -5% | 2% | i | -1.5 | -41%[inhibitor] | -11 | 3
COc1cc(OC)c(-n2cc(-c3ccc(OC)c(OC)c3)[nH]c2=S)cc1Cl | -2% | -10% | 1% | i | 0.0 | -3% | ? | -2
C[C@@H]1CN([C@H](C)CO)C(=O)c2cc(Br)cnc2O[C@@H]1CN(C)C(=O)C1CCOCC1 | 1% | -5% | / | i | 0.2 | -12% | -3 | -6
CC(C)(C)NC(=O)COc1ccc(CNCc2ccccn2)cc1 | 14% | 2% | 1% | i | -0.3 | 8% | ? | -20
CCOc1ccccc1N1CCN(C(=O)c2cc(S(=O)(=O)N(C)C)ccc2N2CCCC2)CC1 | -1% | 7% | 1% | i | 1.1 | -2% | 2 | 1
Cc1ccccc1C(=O)NC1CCN(CC(=O)Nc2ccc3c(c2)OCCO3)CC1 | 8% | 1% | 4% | i | -1.0 | -5% | 8 | 1
O=C1C2C3CCCC3=C3CCCC3C2C(=O)N1c1ccc(F)cc1 (centres undefined) | 13% | -15% | 0% | i | -3.1 | i | -2 | -16
Cc1[nH]ccc(=O)c1OCc1c(F)cccc1Cl | -4% | 10% | 6% | i | -1.5 | i | 14 | 9
O=[N+]([O-])c1ccc(C2CCCC/C2=N\OCc2cccc(F)c2)c([N+](=O)[O-])c1 (centres undefined) | 3% | -1% | 2% | i | -0.5 | -12% | -15 | -3
CC1CN(c2ccc(Cl)nn2)CC(C)O1 (centres undefined) | 5% | -6% | 3% | i | -2.0 | -60%[inhibitor] | 1 | 8
COc1ccc(N=C2SC(C(=O)Nc3ccc(OC)cc3)CC(=O)N2CCN2CCOCC2)cc1 (centres undefined) | 15% | 2% | -1% | i | 3.8 | 0% | 5 | 1
CCC(C)(C)NC(=O)c1cc(S(=O)(=O)N2CCCCC2)ccc1N1CCOCC1 | 6% | 9% | 2% | i | -0.4 | -4% | -4 | 4
CNC(=O)c1c(NC(=O)c2ccc3ncsc3c2)sc(C)c1C | 4% | 15% | 2% | i | 3.0 | -10% | 11 | 3
Cc1cc(-c2cc(-c3ccc(Cl)cc3)on2)nc(NC2CCCC2)n1 | 10% | -4% | 0% | i | -0.1 | ? | 10 | -6
CCc1c(C(=O)NNC(=S)NCC(C)C)csc1C | -12% | 0% | / | i | -1.3 | i | 34 | -7
O=S(=O)(NCC(c1cccnc1)N1CCN(Cc2ccccc2)CC1)c1ccccc1 (centres undefined) | 2% | 0% | -3% | i | 0.9 | i | ? | -7
Cc1cccc(NC(=O)CSc2cccc[n+]2[O-])c1C | 11% | 11% | ? | i | 1.3 | -23% | -7 | -1
COc1cc(CNS(=O)(=O)c2ccc3c(c2)CC(C)N3C(C)=O)cc(OC)c1OC (centres undefined) | -1% | 2% | 1% | i | 0.9 | -47%[inhibitor] | 19 | -9
Cc1nc2c(nnn2Cc2ccccc2Cl)c(=O)[nH]1 | -2% | 11% | -4% | i | 0.8 | -13% | 6 | 12
CCCCNCc1cccn1-c1ccccc1 | 2% | 1% | 0% | i | -0.2 | i | ? | -7
c1csc(CNc2ncnc3ccc(-c4ccoc4)cc23)c1 | 6% | -12% | 1%&-7% | / | / | -36%[inhibitor] | / | /
CCN(CC(=O)Nc1c(C(=O)OC)[nH]c2ccc(C)cc12)c1ccc2c(c1)OCO2 | 15% | -7% | -14% | i | -1.3 | i | 28 | 2
O=C(COc1ccc(NS(=O)(=O)c2ccc(F)cc2)cc1)N1CCOCC1 | -6% | -1% | 0% | i | -2.1 | -25% | -6 | -2

Compound profiles (already shown). Screens in order: EPAC2 ag	EPAC2 antagonist	MmCpn inh	Akt phos inh	CCT chaperon mod	PTHR1 ag	D3 antag	D3 ag
CC(C)(C)OC(=O)C[C@H]1C/C=C\C[C@@H](CC(=O)N(CCO)Cc2ccccc2)C(=O)N[C@H](Cc2c[nH]c3ccccc23)COC1=O in the list: -10%	2%	-3%	i	-4.2	-20%	4	2
CS(=O)(=O)N1CCc2cc(C(=O)Nc3ccc(Br)cc3)ccc21 in the list: 2%	3%	0%	i	0.1	-19%	-17	2

The list continues:
SMILES | EPAC2 ag | EPAC2 antagonist | MmCpn inh | Akt phos inh | CCT chaperon mod | PTHR1 ag | D3 antag | D3 ag
CCCCn1c(=O)n(C)c(=O)c2c3c(sc21)COC(C)(C)C3 | 0% | 16% | -1% | i | -1.7 | -13% | 24 | 5
O=c1c([N+](=O)[O-])c(N2CCCCCC2)c2ccccc2n1-c1ccccc1 | 5% | -2% | 2% | i | -0.5 | i | -5 | 1
O=C(CN1CCN(CC(=O)Nc2ccccc2Cl)CC1)Nc1ccc(F)c(F)c1 | 3% | -4% | 2% | i | 1.8 | -31%[inhibitor] | -9 | -4
O=C1C[C@@H](c2ccccc2)Oc2cc(O)cc(O)c21 | 4% | 2% | / | i | -3.0 | -17% | -6 | -10
O=C(O)CCCCCCCCCCCNC(=O)NC12CC3CC(CC(C3)C1)C2 | -11% | 10% | 0% | i | 1.5 | -40%[inhibitor] | 9 | 2
COC(=O)CCSCC(=O)N1N=C(c2ccc(Br)cc2)CC1c1cccc(OC)c1OC (centres undefined) | 6% | -13% | ? | i | 2.6 | -27% | -17 | -6
Cc1c(NC(=O)C(C)Oc2ccc(Br)cc2)c(=O)n(-c2ccccc2)n1C (centres undefined) | 5% | -1% | -2% | i | -2.6 | -16% | 4 | 8

Compounds above that have a furan ring, fused or not:
SMILES | EPAC2 ag | EPAC2 antagonist | MmCpn inh | Akt phos inh | CCT chaperon mod | PTHR1 ag | D3 antag | D3 ag
CSCCC(NC(=O)c1ccccc1)C(=O)OCC(=O)NCc1ccco1 (centres undefined) | 4% | -5% | 2% | i | -1.5 | -41%[inhibitor] | -11 | 3
c1csc(CNc2ncnc3ccc(-c4ccoc4)cc23)c1 | 6% | -12% | 1%&-7% | / | / | -36%[inhibitor] | / | /
